Screening results deposited in PubChem BioAssay by National Center for Advancing Translational Sciences (NCATS).
POLH inh – DNA polymerase eta (human) inhibition; Q9Y253; recombinant Pol eta, fluorescent DNA replication assay; Potency, µM (highest dose often 114 µM), inactives show at the highest dose activity change, negative = inhibition, actives largely listed as inhibitors; hit rate 1.2% among 390,000; AID 588591; also: % is scaled to controls: 0 for no effect and ±100 for the full control effect
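Pol eta at 10 nM preincubated with compounds 15 min at room temperature; reaction started with fluorescent substrate (50 nM final) and read kinetically at 0 and 10 min.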
JMJD2A Tudor – blocks the human JMJD2A Tudor domain; O75164; AlphaScreen JMJD2A-Tudor / H3K4me3 peptide binding; Potency, µM (highest dose often 114 µM), without a hit: at the highest dose activity change, negative = inhibition, hits mostly inhibitors; hit rate 4.4% among 390,000; AID 504339; also: % is scaled to controls: 0 for no effect and ±100 for the full control effect; nearly all actives have a fitted effect of over 50% in size
Pol kappa inh – inhibitors of human DNA polymerase kappa. purified Pol kappa, fluorescent DNA synthesis assay, 10 min. Q9UBT6. Potency, µM (series often up to 107 µM), for inactives: at the highest dose activity, negative = inhibition, hits mostly inhibitors. hit rate 0.53% among 400,000; also: % is scaled to controls: 0 for no effect and ±100 for the full control effect
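Kinetic fluorescence screen: compound preincubated 15 min RT with 10 nM enzyme; 50 nM substrate (final) initiates; reads at 0/10 min.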
APE1 inh – APE1 (human) endonuclease inhibition; hit rate 0.35% among 350,000; recombinant APE1, TAMRA/BHQ-2 abasic DNA cleavage fluorescence; AID 2517; Potency, µM (series often up to 65.8 µM), for inactives: at the highest dose activity change, negative = inhibition, actives largely listed as inhibitors;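 also: plate controls were vehicle for no effect and reference inhibitor for full effect; nearly all actives have a fitted effect of over 55% in size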
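APE1 at 0.75 nM final was preincubated with compound 15 min at room temperature, then 50 nM double-stranded THF abasic-site substrate (5'-TAMRA/3'-BHQ-2) was added. Fluorescence (ex 525/em 598 nm) was read kinetically; third-minus-first read gave activity.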
G9a block – inhibitors of human histone lysine methyltransferase G9a | hit rate 8.8% among 350,000 | Potency, µM (series often up to 102 µM), inactives show top-dose activity, negative = inhibition, most hits filed as inhibitors | AID 504332 | Q96KQ7 | G9a H3K9 monomethylation, AlphaScreen, 2 h; also: % is scaled to controls: 0 for no effect and ±100 for the full control effect; nearly all actives have a fitted effect of over 75% in size
Target sequence (Q96KQ7 913-1193 limits assumed): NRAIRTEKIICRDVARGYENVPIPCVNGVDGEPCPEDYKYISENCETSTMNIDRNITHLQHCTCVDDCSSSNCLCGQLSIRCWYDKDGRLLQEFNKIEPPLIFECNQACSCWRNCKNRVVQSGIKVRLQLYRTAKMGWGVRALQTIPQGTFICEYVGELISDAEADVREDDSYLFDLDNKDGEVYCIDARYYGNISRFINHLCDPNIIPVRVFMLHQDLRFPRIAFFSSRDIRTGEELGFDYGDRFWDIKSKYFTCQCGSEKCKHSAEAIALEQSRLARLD
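Compounds were preincubated with 20 nM G9a for 15 min, after which biotinylated H3K9 peptide (500 nM) and SAM (20 uM) started a 2 h room-temperature reaction. Monomethylated product was quantified by antibody-based AlphaScreen chemiluminescence.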
BLM helicase inh – inhibitors of human Bloom syndrome helicase BLM; P54132; recombinant BLM DNA unwinding, fluorescence dequenching; Potency, µM (top dose mostly 56.1 µM), without a hit: at the top dose activity change, negative = inhibition, most hits filed as inhibitors; hit rate 0.2% among 350,000; AID 2528;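 also: plate controls were vehicle for no effect and no enzyme for full effect; nearly all actives have a fitted effect of over 35% in size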
Pol beta inh – inhibitors of human DNA polymerase beta; Pol beta primer extension/strand displacement, fluorescence kinetic; Potency, µM (titrated, usually from 114 µM), for the others: at the top dose activity change, negative = inhibition, actives largely listed as inhibitors; hit rate 1.3% among 340,000; also: % is scaled to controls: 0 for no effect and ±100 for the full control effect
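Values derive from four-parameter Hill fits of normalized kinetic data: reads at 0 and 10 min following addition of 50 nM substrate to 10 nM Pol beta preincubated 15 min with compound.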
BAZ2B inh – inhibitors of human BAZ2B bromodomain. Q9UIF8. AlphaScreen BAZ2B-H3K14Ac peptide displacement. Potency, µM (highest dose often 114 µM), without a hit: at the top dose activity change, negative = inhibition, usual class: inhibitors. hit rate 4.4% among 360,000; also: % is scaled to controls: 0 for no effect and ±100 for the full control effect; nearly all actives have a fitted effect of over 60% in size
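Compounds, titrated to a top concentration of 110 uM, were incubated 30 min at room temperature with preformed BAZ2B/acetyl-K14 H3 peptide complex (50 nM each). Proximity signal was measured by AlphaScreen after 20 min with beads.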
POLI inh – inhibitors of human DNA polymerase iota; Pol iota fluorescent replication assay, 10 min; Potency, µM (highest dose often 115 µM), for inactives: at the top dose activity, negative = inhibition, usual class: inhibitors; hit rate 1% among 390,000; AID 588590
Target sequence (Q9UNA4 whole entry, looked up): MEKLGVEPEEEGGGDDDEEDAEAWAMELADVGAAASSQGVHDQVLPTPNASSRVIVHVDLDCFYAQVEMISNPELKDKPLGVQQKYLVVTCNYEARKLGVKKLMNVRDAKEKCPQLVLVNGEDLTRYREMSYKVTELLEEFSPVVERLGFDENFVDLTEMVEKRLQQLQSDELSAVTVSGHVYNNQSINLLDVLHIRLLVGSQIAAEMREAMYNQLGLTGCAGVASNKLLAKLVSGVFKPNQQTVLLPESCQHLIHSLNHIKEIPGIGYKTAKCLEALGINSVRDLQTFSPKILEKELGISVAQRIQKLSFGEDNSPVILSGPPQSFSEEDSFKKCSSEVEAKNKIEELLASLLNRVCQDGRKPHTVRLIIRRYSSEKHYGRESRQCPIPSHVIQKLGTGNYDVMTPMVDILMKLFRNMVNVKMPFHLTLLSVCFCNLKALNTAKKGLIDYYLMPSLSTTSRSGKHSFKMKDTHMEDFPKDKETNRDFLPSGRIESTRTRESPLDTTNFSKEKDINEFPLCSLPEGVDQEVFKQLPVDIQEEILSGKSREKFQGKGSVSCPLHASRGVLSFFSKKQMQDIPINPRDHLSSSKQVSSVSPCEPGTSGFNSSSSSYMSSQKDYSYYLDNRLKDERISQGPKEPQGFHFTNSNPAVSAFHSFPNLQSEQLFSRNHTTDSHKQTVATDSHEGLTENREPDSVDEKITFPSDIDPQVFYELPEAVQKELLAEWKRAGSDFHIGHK
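Fluorescent replication assay read twice, at 0 min and 10 min after adding 50 nM (final) substrate. Enzyme (10 nM) and compounds were first incubated 15 min at room temperature; enzyme-free buffer wells were negative controls.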
* = called active by the depositor; ? = inconclusive; · = no result given; & = joins results of further samples; [ ] = another dose, or the depositor's remark. Calls follow the shape of the dose curve; as a rule, active = well fitted curve in the direction sought with a large enough effect; inconclusive = small, poorly fitted or top-dose-only effect, or another doubt; inactive = no such curve, though single readings can be large; an effect the other way counts as inactive or inconclusive. Potency is read from the fitted curve at half-maximal effect. A portion of the library (hit frequency here may not be typical).

SMILES | POLH inh | JMJD2A Tudor | Pol kappa inh | APE1 inh | G9a block | BLM helicase inh | Pol beta inh | BAZ2B inh | POLI inh
CN(C)Cc1c(C(=O)N/N=C/c2ccoc2)nnn1-c1nonc1N | -12% | 0% | -2% | 11% | -2% | 1% | 1% | 1% | 64%[activator]
COc1ccc(-c2c(N)nnc3c2[nH]c2ccccc23)cc1OC | -13% | -20%[11.4 µM] | -8% | -8% | -27% | -5% | -29% | -5% | 0%
CCN1CCCC(Sc2nc3c([nH]2)c(=S)n(C)c(=O)n3C)C1 (stereo not given) | -9% | 2% | 0% | 3% | ? | -4% | 1% | -3% | -18%
O=C1/C(=C/c2ccccc2)N=C(N2CCOCC2)N1c1cccc(Cl)c1 | -13% | 40%[activator] | -7% | -9% | 55%[activator] | 0% | 8% | 10% | 12%
CC(=O)Nc1ccc(NC(=O)C2CC(=O)Nc3ncnn32)cc1 (stereo not given) | -8% | -11% | -6% | 0% | 8%[12.7 µM] | -3% | 10% | -20% | 10%
CCc1ccc(NC(=O)c2cccc(NC3=NC4CS(=O)(=O)CC4S3)c2)cc1 (stereo not given) | 6% | -18% | -5% | 15% | · | -2% | ? | -2% | -9%
COc1cc(OC)c(C2C(C(=O)N3CCOCC3)=C(C)NC3=C2C(=O)CC(C)(C)C3)cc1OC (stereo not given) | -12% | -18% | -2% | 13% | ? | -3% | 4% | -6% | 18%
Cc1ccc(S(=O)(=O)N2CCC(C)CC2)c([N+](=O)[O-])c1 | 5% | 1%[11.4 µM] | -12% | -1% | -31% | -7% | -1% | -25% | 44%[activator]
CCOC(=O)c1sc2nc(C)nc(NCc3ccc(F)cc3)c2c1C | -18% | 23% | 4% | 9% | 31% | -14% | -1% | 13% | 3%
CCOc1ncccc1C(=O)OCC(=O)Nc1cc(S(=O)(=O)N2CCOCC2)ccc1C | -21% | -12% | -8% | 12% | 8%[59 µM] | 7% | 3% | -5% | -5%
CC(=O)Nc1ccc(C(=O)OCc2ccc(Cl)cc2)cc1 | -8% | 8% | -14% | -5% | 2%[59 µM] | -7% | 21% | 2% | -2%
O=C(CCc1ccc(S(=O)(=O)N2CCOCC2)cc1)Oc1ccccc1 | -10% | -1% | -5% | -3% | 7% | -1% | 20% | 4% | 5%[58.9 µM]
CCOC(=O)C1CCN(c2c(NC3CCCc4ccccc43)c(=O)c2=O)CC1 (stereo not given) | -5% | -13% | -6% | -3% | 1% | 7% | -20% | 12% | 2%
COC(=O)c1ccc(COc2ccc3c(C)c(C)c(=O)oc3c2C)o1 | -10% | 2% | -1% | -4% | -45%[59 µM] | -2% | 7% | 31%[activator] | 0%
COc1ccc(CCNC(=O)Nc2cccc([N+](=O)[O-])c2)cc1 | -18% | -8% | -4% | 0% | ? | -4% | 27% | -24% | -1%
O=C(CCNC(=O)c1ccc([N+](=O)[O-])cc1)Nc1cccc(S(=O)(=O)N2CCCCCC2)c1 | -8% | -29% | -12% | -13% | -8%[2.33 µM] | · | · | 56µM* | -18%
CCOCCCNc1ncnc2c1nc1n2CCCC1 | -8% | -11% | -4% | -12% | 44% | 0% | 53% | 0% | 17%
C[C@H](NC(=O)c1nc[nH]c1C(=O)NCc1ccccc1)C(=O)OCc1ccccc1 | -12% | -17% | 8% | -16% | · | -9% | 23% | 7% | -20%
CCCn1nnc(NC(=O)c2cccc(OCc3ccccc3)c2)n1 | -8% | -17% | 2% | 3% | 21%[59 µM] | -6% | 2% | -2% | -5%
O=C1NC2(CCC3(CC2)OCCO3)NN1c1ccccc1 | -1% | -13% | -5% | 0% | ? | -2% | 38% | -3% | -6%
COc1cc(OC)cc(-c2cc3ccccc3c(=O)o2)c1 | -17% | -7% | 7% | 41% | · | · | · | · | -11%
N#C/C(=C(/O)COC(=O)COc1ccc(Cl)cc1)c1nc2ccccc2[nH]1 | ? | 2% | -5% | -3% | 26%[59 µM] | -5% | 1% | 0% | 8%
Cc1cc(C(=O)Nc2cc(S(C)(=O)=O)ccc2Cl)no1 | -18% | 4% | 1% | 14% | 1% | · | · | -4% | 38%[activator]
CC(C)CC(c1nnnn1C(C)C)N1CCN(C(=O)c2ccco2)CC1 (stereo not given) | -15% | -20% | -4% | 6% | -15%[0.501 µM] | · | · | -25% | 35%[activator]
Cc1c(C(=O)NN)sc(-c2ccccc2)c1C#N | -14% | -3% | -24% | -4% | -5% | -2% | -1% | · | ?

Entries above that bear a hit mark in BAZ2B inh.
Molecule,POLH inh,JMJD2A Tudor,Pol kappa inh,APE1 inh,G9a block,BLM helicase inh,BAZ2B inh,POLI inh
O=C(CCNC(=O)c1ccc([N+](=O)[O-])cc1)Nc1cccc(S(=O)(=O)N2CCCCCC2)c1,-8%,-29%,-12%,-13%,-8%[2.33 µM],·,56µM*,-18%

Additional results
SMILES | POLH inh | JMJD2A Tudor | Pol kappa inh | APE1 inh | G9a block | BLM helicase inh | Pol beta inh | BAZ2B inh | POLI inh
COc1ccc(CCC(=O)Nc2cc([N+](=O)[O-])ccc2OC)cc1 | -7% | -18% | -7% | 5% | -5% | -1% | -10% | -23% | -6%
CCOC(=O)[C@@H]1[C@H]2COc3ccccc3[C@@H]2N2C(=O)N(c3ccc(C)cc3)C(=O)[C@@]12C | -22% | -26% | -16% | -4% | · | · | · | · | 15%
COc1cc(NC(=O)c2cc(-c3cccc(O)c3)on2)cc(OC)c1OC | -9% | -10% | -4% | -10% | -10% | -4% | 35% | 6% | -10%
CCOc1ccc(C(=O)NCC(=O)N2CC=C(c3ccccc3)CC2)cc1OCC | -20% | -23% | -14% | -8% | -11%[2.33 µM] | · | · | 4% | 13%
O=C(Nc1nc2ccccc2s1)c1cnccn1 | 5% | -33% | -5%[60.1 µM] | 1% | 3.5µM* | -1% | 66% | 7% | 19%
CC(=O)c1c(C(C)=O)c(C)n(-c2cccc3cccnc23)c1C | -13% | -14% | -13% | -3% | -10%[0.501 µM] | -1% | 2% | -1% | 41%[activator]
O=C1c2ccncc2C(=O)N1C1CCCCC1 | -7% | -12% | -9% | -5% | 9%[59 µM] | -2% | 27% | -2% | -1%
COC(=O)C1=C(C)Nc2ncnn2C1c1ccco1 (stereo not given) | -13% | 5% | -4% | 0% | 3%[12.7 µM] | -1% | 11% | -2% | -3%
Cc1cc(C)cc(NC(=O)CSc2nncn3c2cc2occc23)c1 | 0% | -30% | -21% | · | -27%[59 µM] | -6% | ? | ? | -8%
Cn1cnc2c1c(=O)n(Cc1ccccc1)c(=O)n2C | -3% | -7% | -5% | 0% | -14% | 3% | 19% | 12% | -17%
O=C(CSc1nnc2[nH]c(=O)cc(-c3ccccc3)n12)Nc1cc(C(F)(F)F)ccc1Cl | 7% | 3% | -3%[60.1 µM] | · | -2%[59 µM] | -2% | 0% | 4% | -18%
Cc1ccc(OCCNC(=O)c2ccccc2SCC(=O)N2CCCC2)cc1 | -7% | -17% | 2% | 23% | -42% | · | · | -37% | 2%
CCC(C)Nc1oc(-c2ccc(COc3ccc(Cl)cc3)o2)nc1C#N (stereo not given) | -18% | -23% | -2% | · | -37%[59 µM] | -6% | -4% | -34% | 31%[activator]
CCC1CCCCN1CCCNC(=O)CN1C(=O)COc2ccc(S(=O)(=O)N3CCOCC3)cc21 (stereo not given) | -7% | -18% | -6% | 36% | 9% | 3% | 19% | 2% | 7%
COC(=O)C1=C(C)N(Cc2ccccc2)C(=NCCc2c[nH]c3ccccc23)N[C@H]1c1cccc(F)c1 | -12% | ? | 5% | -9% | · | · | · | · | -6%
Cc1cccc(Nc2ncccc2C(=O)O)c1C | -9% | 6% | 6%[19.4 µM] | 2% | -10%[59 µM] | 1%&0% | 1% | -19% | -20%
Cc1noc(C)c1C(=O)Nc1sc(C)c(C)c1C#N | -3% | -10% | -17% | -2% | -17%[12.7 µM] | -4% | 1% | -5% | ?
O=C(/C=C/c1ccc(S(=O)(=O)NCc2ccco2)cc1)NCc1cccc(Cl)c1 | ? | -25% | -10% | -3% | 1%[59 µM] | -12% | 0% | -30% | 4%
COC(=O)c1c(SCC(=O)Nc2ccccc2C(F)(F)F)[nH]c2ccc(Cl)cc2c1=O | 3% | -21% | -8% | · | 16%[59 µM] | -3% | 12% | 0% | -3%
CCNC(=O)CN1C(=O)NC(Cc2ccccc2)(Cc2ccccc2)C1=O | 3% | -6% | 2% | -4% | 8% | 0% | -19% | 1% | 95%[activator]
O=C(CCn1ccc2ccccc21)Nc1ccc(N2CCOCC2)cc1 | 4% | -27%[57.1 µM] | -24% | -7% | 50µM* | 0% | 44%[activator] | -9% | 12%
Cc1ccc(SCc2nc3ccccc3n2CC(=O)Nc2c(C)cccc2C)cc1 | -15% | -17% | 3% | -8% | 35% | -9% | 18% | 6%[57.1 µM] | 40%[activator]
Cc1cccc(Cn2c(=O)n(CC3CCC(C(=O)N4CCOCC4)CC3)c(=O)c3sccc32)c1 (stereo not given) | -21% | -14% | 16% | · | 5%[59 µM] | 0% | -6% | -15% | 31%[activator]
COC(=O)c1ccccc1N/C=C1\CCc2c(c(C)nn2-c2ccccn2)C1=O | -10% | -31% | -6% | -5% | ? | -7% | 0% | -24% | 27%
COCCN(Cc1nc2ccccc2c(=O)[nH]1)C(=O)COc1ccccc1-c1ccccc1 | -19% | -13% | -5% | -4% | 1%[0.501 µM] | · | · | -14% | -14%
CCCOc1ccccc1C1CC(=O)NC(C)=C1C(=O)OCC(C)C (stereo not given) | ? | -5% | -7% | -6% | 9%[12.7 µM] | -8% | 14% | -3% | -2%
C=CCn1c(SCC(=O)c2c(N)n(C3CC3)c(=O)[nH]c2=O)nnc1-c1ccc(OC)cc1 | -8% | -6% | -1% | 4% | ? | · | · | 8% | -6%
COc1cc(OC)c(OC)cc1/C=N/Nc1ncnc2c1[nH]c1ccc(C)cc12 | -15% | -11% | -8% | 9% | 9%[59 µM] | -16% | 7% | 1% | 17%
CSc1nc2ccc3nc(NC(=O)c4cccs4)sc3c2s1 | -13% | -30% | ? | -3% | 1% | -11% | -21% | -3% | ?

Record cards, from the list above. Order of screens: POLH inh | JMJD2A Tudor | Pol kappa inh | APE1 inh | G9a block | BLM helicase inh | Pol beta inh | BAZ2B inh | POLI inh
CCC(C)Nc1oc(-c2ccc(COc3ccc(Cl)cc3)o2)nc1C#N (stereo not given) reads -18% | -23% | -2% | · | -37%[59 µM] | -6% | -4% | -34% | 31%[activator]
COc1cc(NC(=O)c2cc(-c3cccc(O)c3)on2)cc(OC)c1OC reads -9% | -10% | -4% | -10% | -10% | -4% | 35% | 6% | -10%
